Cdc42 wt GTP: human Cdc42 wildtype GTP binding change, either direction. P60953. GST-Cdc42 beads, Bodipy-GTP binding, flow cytometry; actives lie on both sides. percent activity (GTP binding), % at 10 µM. 0.2% of 190,000 active. AID 761;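 active = percent activity GTP binding at least 20 points away from the 100% baseline, either down as inhibitor or up as activator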;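 also: median bead fluorescence of bound Bodipy-FL-GTP at 100 nM; 0% = excess unlabeled GTP control and 100% = no compound control; below 100% means less GTP binding so inhibitor and above means activator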
Target sequence (P60953 whole entry, looked up): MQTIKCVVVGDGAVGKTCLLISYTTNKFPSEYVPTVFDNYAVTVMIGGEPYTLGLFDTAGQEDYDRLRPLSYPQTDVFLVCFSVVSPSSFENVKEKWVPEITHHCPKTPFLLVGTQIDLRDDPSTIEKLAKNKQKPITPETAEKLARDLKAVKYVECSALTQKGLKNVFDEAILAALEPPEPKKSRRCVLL
GSH fluor: GSH bead compound fluorescence profile; GSH beads flow cytometry, compound fluorescence 488/530 nm; active compounds read high; fluorescence (KMESF) at 10 µM; 0.25% of 190,000 active; AID 1776; in the data active = fluorescence above about 89;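 also: glutathione beads carrying GST-tagged Bcl family fusion proteins plus one bare bead set; values are compound well signal with DMSO vehicle wells as background; inactives centre near 16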
Rac1 wt modul: human Rac1 wildtype GTP binding, inhibitors and activators. 0.27% of 190,000 active. GST-Rac1 beads, fluorescent GTP binding, flow cytometry; actives lie on both sides; 0 = cold GTP competed, 100 = untreated. AID 757. P63000. GTP binding activity (% of control), % at 10 µM;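 active = GTP binding activity at least 20 points away from the 100% control level, either lower or higher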
Avidin bead fluor: avidin bead compound fluorescence profile; AID 1775; 0.38% of 220,000 active; Avidin beads, compound fluorescence 488/530 nm, flow cytometry; active compounds read high; fluorescence (KMESF) at 10 µM; in the data active = fluorescence above about 47; also: inactives centre near 10
Pf gamet viab: P. falciparum stage V gametocyte viability inhibition; 0.065% of 150,000 active; inhibition, % at 10.9 µM; P. falciparum stage V gametocytes, ATP luminescence, 24 h; AID 743093;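 active = inhibition above the mean plus 3 SD of compounds within the control limits, set per campaign, cut at about 38% in these data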;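 also: 0% = DMSO wells and 100% = medium only without gametocytes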
HRas wt GTP: changes GTP binding to wildtype human HRas | P01112 | GST-Ras wt beads, Bodipy-FL-GTP binding, flow cytometry; actives lie on both sides | GTP binding activity, % at 10 µM | 0.14% of 190,000 active;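 active = GTP binding activity at least 20% away from the 100% baseline, either lowered as inhibitor or raised as activator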;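 also: 0% = unlabeled GTP competition control and 100% = no-compound control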
Target sequence (P01112 whole entry, looked up): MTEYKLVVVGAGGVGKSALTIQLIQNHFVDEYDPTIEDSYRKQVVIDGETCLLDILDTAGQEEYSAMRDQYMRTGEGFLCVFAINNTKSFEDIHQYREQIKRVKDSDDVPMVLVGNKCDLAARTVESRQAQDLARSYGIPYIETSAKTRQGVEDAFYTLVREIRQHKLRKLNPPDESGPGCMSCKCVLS
Rab2 wt GTP: changes GTP binding to wildtype dog Rab2A, up or down | P61105 | GST-Rab2 wt beads, Bodipy-GTP binding, flow cytometry | GTP binding activity, % at 10 µM | 0.19% of 190,000 active | AID 760;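 active = GTP binding activity at least 20 points away from 100%, either lowered or raised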;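 also: 0% = beads with excess unlabeled GTP and 100% = no-compound control corrected for plate trend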
Rac1 act GTP bind: alters GTP binding to activated mutant human Rac1 | GST-Rac1 activated beads, fluorescent GTP binding, flow cytometry; actives lie on both sides; 100% means binding = to untreated wells | P63000 | percent activity (GTP binding), % at 10 µM | 0.11% of 190,000 active;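 active = GTP binding at least 20 percentage points away from the 100% baseline, in either direction, so actives lie on both sides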
ABCG2 block: inhibitors of human ABCG2 transporter, ABCB1 counter-screen. IgMXP3 cells, JC-1 efflux, flow cytometry. inhibition, % at 6.6 µM. Q9UNQ0. 0.1% of 190,000 active. AID 1325;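 active = inhibition above 80%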;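 also: 0% = DMSO and 100% = nicardipine control wells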
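Times: 10 min at 25 °C | Test system: Two drug-resistant human cell lines, ABCG2 and ABCB1 | Quantity: 3 million cells/mL final, two lines in 1:1 ratio | Signal: Flow cytometry, 530 nm JC-1 signal | Dosing: Compound at 6.6 µM | Controls: Nicardipine and DMSO wells | Reagent: JC-1 as fluorescent efflux pump substrate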
Rab7 wt GTP bind: modulators of GTP binding to dog Rab7 wildtype GTPase. GST-Rab7 beads, fluorescent GTP binding, flow cytometry; actives lie on both sides; untreated = 100%, excess cold GTP = 0%. GTP binding activity (percent of control), % at 10 µM. 0.055% of 190,000 active. AID 758;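 active = fluorescent GTP binding to Rab7 beads changed by at least 20 points from the 100% baseline, either direction, mostly lower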;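 also: median green fluorescence of bound Bodipy-FL-GTP per Rab7 bead population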
ABCB1 inh: blocks JC-1 efflux by human ABCB1 transporter; inhibition, % at 6.6 µM; CCRF-Adr cells, flow cytometry; 0.067% of 190,000 active; P08183; in the data active = inhibition above about 40%;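 also: 0% = vehicle and 100% = reference inhibitor; higher value means more JC-1 retained so stronger ABCB1 efflux block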
Starred values were filed as active, the others as inactive; x = no result given. A portion of the library; rates above refer to the full screens.

entry	Compound	Cdc42 wt GTP	GSH fluor	Rac1 wt modul	Avidin bead fluor	Pf gamet viab	HRas wt GTP	Rab2 wt GTP	Rac1 act GTP bind	ABCG2 block	Rab7 wt GTP bind	ABCB1 inh
1	Cc1nnc(NS(=O)(=O)c2ccc(N)cc2)s1	107.0	19	102.0	11	x	101.0	101.0	101.0	0.8	96.0	0.5
2	NS(=O)(=O)c1cc2c(cc1C(F)(F)F)NC(Cc1ccccc1)NS2(=O)=O (configuration not stated)	100.0	20	98.0	11	x	100.0	105.0	99.0	-1.6	95.0	-0.4
3	Nc1cc(-c2ccncc2)c[nH]c1=O	100.0	20	104.0	9	x	98.0	97.0	98.0	0.0	99.0	-0.1
4	C[C@]12CC[C@H]3[C@@H](CCC4=CC(=O)CC[C@@]43C)[C@@H]1CC[C@@H]2C(=O)CO	102.0	17	104.0	x	x	101.0	98.0	100.0	1.4	101.0	0.5
5	C[C@H](CCC(=O)O)[C@H]1CC[C@H]2[C@@H]3[C@@H](O)C[C@@H]4C[C@H](O)CC[C@]4(C)[C@H]3CC[C@]12C	96.0	14	98.0	8	x	96.0	98.0	94.0	-0.7	100.0	0.0
6	CC(=O)[C@H]1CC[C@H]2[C@@H]3C[C@H](C)C4=CC(=O)CC[C@]4(C)[C@H]3[C@@H](O)C[C@]12C	98.0	21	104.0	9	x	94.0	96.0	98.0	0.6	98.0	0.3
7	c1ccc2c(CC3=NCCN3)cccc2c1	99.0	16	105.0	x	x	99.0	97.0	101.0	-2.4	101.0	-0.9
8	CC(C)Cn1cnc2c1c(=O)n(C)c(=O)n2C	97.0	14	103.0	12	x	97.0	97.0	95.0	-0.1	104.0	0.4
9	CCOc1ccc(S(=O)(=O)N2CCCCCC2)c2ccccc12	102.0	8	104.0	11	x	103.0	102.0	99.0	3.1	104.0	0.8
10	CC1=NN(c2ccccc2)C(=O)C1	101.0	21	104.0	10	x	101.0	99.0	100.0	0.0	91.0	-0.3
11	Cc1coc2c1C(=O)C(=O)c1c-2ccc2c1CCCC2(C)C	95.0	19	97.0	7	x	96.0	96.0	95.0	4.2	101.0	-0.3
12	CN(C)CCCN1c2ccccc2Sc2ccccc21	106.0	21	103.0	7	x	102.0	102.0	104.0	-0.5	101.0	-0.1
13	Cc1cc(C)nc(/N=C(\N)Nc2ccc(S(N)(=O)=O)cc2)n1	99.0	10	99.0	13	-24.5	97.0	96.0	97.0	0.6	100.0	0.2
14	COc1ccccc1OCC(O)COC(N)=O (configuration not stated)	104.0	19	99.0	7	x	103.0	102.0	99.0	5.4	94.0	1.1

10 compounds from above, arranged by length of the SMILES, rising.
entry	Compound	Cdc42 wt GTP	GSH fluor	Rac1 wt modul	Avidin bead fluor	Pf gamet viab	HRas wt GTP	Rab2 wt GTP	Rac1 act GTP bind	ABCG2 block	Rab7 wt GTP bind	ABCB1 inh
14	COc1ccccc1OCC(O)COC(N)=O (configuration not stated)	104.0	19	99.0	7	x	103.0	102.0	99.0	5.4	94.0	1.1
7	c1ccc2c(CC3=NCCN3)cccc2c1	99.0	16	105.0	x	x	99.0	97.0	101.0	-2.4	101.0	-0.9
12	CN(C)CCCN1c2ccccc2Sc2ccccc21	106.0	21	103.0	7	x	102.0	102.0	104.0	-0.5	101.0	-0.1
8	CC(C)Cn1cnc2c1c(=O)n(C)c(=O)n2C	97.0	14	103.0	12	x	97.0	97.0	95.0	-0.1	104.0	0.4
9	CCOc1ccc(S(=O)(=O)N2CCCCCC2)c2ccccc12	102.0	8	104.0	11	x	103.0	102.0	99.0	3.1	104.0	0.8
11	Cc1coc2c1C(=O)C(=O)c1c-2ccc2c1CCCC2(C)C	95.0	19	97.0	7	x	96.0	96.0	95.0	4.2	101.0	-0.3
13	Cc1cc(C)nc(/N=C(\N)Nc2ccc(S(N)(=O)=O)cc2)n1	99.0	10	99.0	13	-24.5	97.0	96.0	97.0	0.6	100.0	0.2
2	NS(=O)(=O)c1cc2c(cc1C(F)(F)F)NC(Cc1ccccc1)NS2(=O)=O (configuration not stated)	100.0	20	98.0	11	x	100.0	105.0	99.0	-1.6	95.0	-0.4
4	C[C@]12CC[C@H]3[C@@H](CCC4=CC(=O)CC[C@@]43C)[C@@H]1CC[C@@H]2C(=O)CO	102.0	17	104.0	x	x	101.0	98.0	100.0	1.4	101.0	0.5
6	CC(=O)[C@H]1CC[C@H]2[C@@H]3C[C@H](C)C4=CC(=O)CC[C@]4(C)[C@H]3[C@@H](O)C[C@]12C	98.0	21	104.0	9	x	94.0	96.0	98.0	0.6	98.0	0.3
